High-throughput results (PubChem BioAssay)
tim23-1 inh = growth inhibitors of tim23-1 mutant yeast, primary screen, luminescence, uHTS; S. cerevisiae tim23-1 growth, BacTiter-Glo luminescence, 24 h; inhibition, % at 20 µM; 1.3% of 330,000 active; AID 463212, 2010;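 active = growth inhibition of the mutant yeast at or above 50%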;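 also: temperature-sensitive mutant grown at 25 °C; plate controls were DMSO-treated mutant yeast for no effect and medium wells lacking yeast for full effect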
MPTP block = mitochondrial permeability transition pore inhibitors, primary screen, biochemical, isolated mouse mitochondria, absorbance; 1.4% of 360,000 active; inhibition, % at 10 µM; Ca2+ swelling absorbance, 30 min;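 active = inhibition of 50% or more, scaled per plate between neutral and stimulator controls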;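 also: 0% = DMSO wells given calcium and 100% = 1 mM EGTA wells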
APJ agonist = agonists of human apelin receptor APJ, primary screen, CHO-K1 cells, PathHunter beta-arrestin, luminescence; activation, % at 20 µM; 0% DMSO wells, 100% apelin; AID 2520, 2010; 0.11% of 330,000 active;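 active = activation more than six SD over the plate average, tested at 20 µM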;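 also: 0% = DMSO alone and 100% = apelin-13 at 10 nM; some results filed as inactive read as strong as hits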
Target sequence (P35414 whole entry, looked up): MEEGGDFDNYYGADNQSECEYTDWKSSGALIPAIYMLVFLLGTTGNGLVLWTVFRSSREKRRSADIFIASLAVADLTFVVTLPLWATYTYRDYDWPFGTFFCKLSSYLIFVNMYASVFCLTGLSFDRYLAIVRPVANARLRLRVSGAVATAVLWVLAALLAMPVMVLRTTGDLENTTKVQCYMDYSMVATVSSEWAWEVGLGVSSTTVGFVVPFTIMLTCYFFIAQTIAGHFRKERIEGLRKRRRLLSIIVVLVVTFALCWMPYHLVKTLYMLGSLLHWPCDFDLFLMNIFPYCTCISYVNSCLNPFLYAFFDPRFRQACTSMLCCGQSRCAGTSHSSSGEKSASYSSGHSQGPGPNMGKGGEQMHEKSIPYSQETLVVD
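Material: CHO-K1 APJ beta-arrestin complementation cell line; Input: cell density 1000 per well; Incubation: compound stimulation 90 min at 25 °C, detection 60 min; Signal: luminescence from split beta-galactosidase complementation, Galacton Star/Emerald II substrate; Controls: DMSO-only wells as negative, 10 nM Apelin-13 as positive control.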
TIM10 inh = growth inhibitors of isogenic TIM10 control yeast, primary screen, counter-screen for tim10-1 yeast inhibitor project, luminescence, uHTS; inhibition, % at 10 µM; 1.4% of 330,000 active; S. cerevisiae TIM10 strain growth, BacTiter-Glo luminescence, 24 h; AID 463195, 2010;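 active = inhibition of 40% or more at the single tested concentration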;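 also: wild-type TIM10 isogenic control strain grown at permissive 25 °C; 0% = DMSO yeast wells and 100% = minimal medium wells without yeast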
MIN6 prolif = inducers of MIN6 beta-cell proliferation, primary screen, ATP luminescence, uHTS | MIN6 cells proliferation, ATPlite luminescence, 48 h; cells starved in 0.2% serum; 100% = growth in 10% serum | 0.29% of 330,000 active | proliferation, % at 10 µM;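 active = compounds whose signal lies at least 3.5 SD above the mean of all wells on their plate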;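 also: 0% = DMSO-treated cells in low-serum medium and 100% = 10% serum control; some compounds called inactive have numbers as strong as hits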
NR3A LBD binder = binders of NR3A ligand-binding domain, primary screen, biophysical, differential scanning fluorimetry, uHTS; AID 1259313, 2017; Tm shift relative to glycine control, % at 25 µM; NR3A LBD differential scanning fluorimetry, Tm shift; 0% = protein alone, 100% = glycine-bound protein; 2.5% of 340,000 active; Glutamate receptor ionotropic, NMDA 3A (GRIN3A) ligand-binding domain;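 active = melting temperature shift of at least 10% of the positive control shift, at one fixed dose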
tim10-1 inh = growth inhibitors of tim10-1 mutant yeast, primary screen, luminescence, uHTS; S. cerevisiae tim10-1 ts strain growth, BacTiter-Glo, 24 h; inhibition, % at 20 µM; 2.2% of 330,000 active; AID 463190, 2010;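 active = inhibition of at least 40%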;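 also: mutant grown at 25 °C; 0% = DMSO wells with yeast and 100% = wells holding no yeast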
APJ antagonist = antagonists of human apelin receptor APJ, primary screen, CHO-K1 cells, beta-arrestin complementation, luminescence; P35414; inhibition, % at 20 µM; 0.32% of 330,000 active;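 active = inhibition above about 40% at 20 µM, limit read from the data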;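 also: cells challenged with 10 nM apelin-13 agonist together with compound; plate controls were apelin-13 plus DMSO wells for no effect and DMSO wells lacking apelin-13 for full effect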
NLRP3 yeast inh = NALP3 inflammasome inhibitors in reconstituted yeast, primary screen, luminescence, uHTS; Yeast reconstituted NLRP3/ASC/caspase-1, beta-gal luminescence, 24 h; inhibition, % at 10 µM; 0.39% of 330,000 active; AID 2825, 2010;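 active = inhibition of 50% or more; inactive = inhibition below 50%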;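 also: plate controls were induced DMSO wells for no effect and uninduced yeast grown without galactose for full effect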
* hit, by the source's call; . = not tested or not shown.

Second line of a record: APJ antagonist, MPTP block, NR3A LBD binder, APJ agonist, tim10-1 inh, NLRP3 yeast inh, MIN6 prolif, TIM10 inh, tim23-1 inh
- Cc1nc2oc(C(=O)c3ccc(Br)cc3)c(N)c2c2c1COC(C)(C)C2
    -4, 0.3, -21, -3, 11, 19, -4, 7, 18
- COC(=O)Nc1ccc(S(=O)(=O)N2CCC(C(=O)NCc3ccc4c(c3)OCO4)CC2)cc1
    6, -0.6, 2, 1, -1, 13, 3, -8, 9
- CCOC(=O)[C@H]1[C@H]2COc3ccccc3[C@@H]2N2C(=O)[C@@H](CO)NC(=O)[C@@]12C
    7, -0.9, -3, -2, -1, 6, -1, -7, -7
- C/C(CC1CC(C)(C)OC1=O)=N/Nc1nc(-c2ccccc2)cs1 (stereo not given)
    3, 0.5, -2, 4, 24, 13, 0, 18, 22
- CC(=O)Nc1ccc(S(=O)(=O)N2CCN=C2SCc2ccc(F)cc2)cc1
    1, -1.5, -4, 1, 26, 6, -5, 10, 18
- COc1ccc(NC(=O)NC[C@@H]2CC[C@@H](Cc3ccc(-c4ccccc4)cc3)O2)cc1
    ., 2.8, 11*, ., 10, ., ., -13, 13
- Cc1ccccc1CSCCC(=O)NCCC1=CCCCC1
    19, 6.8, 1, -1, 33, 5, -1, 3, 20
- O=[N+]([O-])c1cccc(C(=S)N2CCN(c3ccccc3F)CC2)c1
    0, 1.1, 0, -1, 39, 4, -2, 17, 29
- Cc1ccc(NC(=O)/C(=C\c2cccc([N+](=O)[O-])c2)NC(=O)c2cccs2)cc1
    -2, 0.7, 1, -5, 6, -8, -2, -1, -3
- O=C1CC(N2CCN(Cc3ccc4c(c3)OCO4)CC2)C(=O)N1c1cccc(Cl)c1 (stereo not given)
    18, -0.8, 2, -2, -3, 22, -3, 7, 11
- CC(C)[C@@H](C(=O)N[C@@H](C(=O)O)c1ccccc1)N1C(=O)N2CCc3c([nH]c4ccccc34)[C@@]2(C)C1=O
    9, 0.3, -2, -4, 0, 5, 1, 5, 7
- COc1ccc(N2C(=O)c3ccccc3NC2c2ccc(OC)c(Cn3nnc4ccccc43)c2)cc1 (stereo not given)
    3, -0.4, 3, 0, 1, 18, 0, 15, 13
- COc1ccc(N2CCN(C(=S)Nc3cccc(C)c3)CC2)cc1
    23, 1.5, -3, 0, 8, 5, -3, 5, 6
- Cc1ccc(NC(=O)COC(=O)CN2CSCC2=O)cc1C
    -3, -1.4, 3, 1, 2, 2, -1, -20, -2
- COCCCNC(=O)CC1C[C@H](C(=O)N2CCOCC2)[C@@]2(C)c3[nH]c4ccccc4c3CCN2C1=O (stereo not given in full)
    3, 1.3, 1, -5, 9, -5, 0, 5, 12
- O=C(N=c1ccn(-c2nc3ccccc3nc2NS(=O)(=O)c2ccccc2)cc1)c1ccccc1Cl
    -11, 0.1, -8, 8, 27, 4, 3, 2, 19
- O=C(O)CCCCCCCCc1cn(CCc2c[nH]c3ccccc23)nn1
    1, 0.9, 2, 7, 20, 1, -7, 7, 19
- C=CCNC(=S)NNC(=O)c1ccc2c(c1)OCO2
    11, -1.7, -2, -1, 7, 2, -3, 7, 11
- CCOC(=O)c1cnc(-c2cccc(OC)c2)[nH]c1=O
    10, -0.1, -1, -2, 5, -8, -2, -4, 13
- CCOC(=O)CCn1nc(-c2ccccc2)cc1N
    9, -4.3, -1, -3, 20, 8, -1, 4, 28

Part of the list above in another layout.
| compound | APJ antagonist | MPTP block | NR3A LBD binder | APJ agonist | tim10-1 inh | NLRP3 yeast inh | MIN6 prolif | TIM10 inh | tim23-1 inh |
| --- | --- | --- | --- | --- | --- | --- | --- | --- | --- |
| Cc1nc2oc(C(=O)c3ccc(Br)cc3)c(N)c2c2c1COC(C)(C)C2 | -4 | 0.3 | -21 | -3 | 11 | 19 | -4 | 7 | 18 |
| COC(=O)Nc1ccc(S(=O)(=O)N2CCC(C(=O)NCc3ccc4c(c3)OCO4)CC2)cc1 | 6 | -0.6 | 2 | 1 | -1 | 13 | 3 | -8 | 9 |
| CCOC(=O)[C@H]1[C@H]2COc3ccccc3[C@@H]2N2C(=O)[C@@H](CO)NC(=O)[C@@]12C | 7 | -0.9 | -3 | -2 | -1 | 6 | -1 | -7 | -7 |
| C/C(CC1CC(C)(C)OC1=O)=N/Nc1nc(-c2ccccc2)cs1 (stereo not given) | 3 | 0.5 | -2 | 4 | 24 | 13 | 0 | 18 | 22 |
| CC(=O)Nc1ccc(S(=O)(=O)N2CCN=C2SCc2ccc(F)cc2)cc1 | 1 | -1.5 | -4 | 1 | 26 | 6 | -5 | 10 | 18 |
| COc1ccc(NC(=O)NC[C@@H]2CC[C@@H](Cc3ccc(-c4ccccc4)cc3)O2)cc1 | . | 2.8 | 11* | . | 10 | . | . | -13 | 13 |
| Cc1ccccc1CSCCC(=O)NCCC1=CCCCC1 | 19 | 6.8 | 1 | -1 | 33 | 5 | -1 | 3 | 20 |
| O=[N+]([O-])c1cccc(C(=S)N2CCN(c3ccccc3F)CC2)c1 | 0 | 1.1 | 0 | -1 | 39 | 4 | -2 | 17 | 29 |
| Cc1ccc(NC(=O)/C(=C\c2cccc([N+](=O)[O-])c2)NC(=O)c2cccs2)cc1 | -2 | 0.7 | 1 | -5 | 6 | -8 | -2 | -1 | -3 |
| O=C1CC(N2CCN(Cc3ccc4c(c3)OCO4)CC2)C(=O)N1c1cccc(Cl)c1 (stereo not given) | 18 | -0.8 | 2 | -2 | -3 | 22 | -3 | 7 | 11 |
| CC(C)[C@@H](C(=O)N[C@@H](C(=O)O)c1ccccc1)N1C(=O)N2CCc3c([nH]c4ccccc34)[C@@]2(C)C1=O | 9 | 0.3 | -2 | -4 | 0 | 5 | 1 | 5 | 7 |

Single entries from the entries so far.
Value for `Cc1ccccc1CSCCC(=O)NCCC1=CCCCC1` under NLRP3 yeast inh: 5
Value for `Cc1nc2oc(C(=O)c3ccc(Br)cc3)c(N)c2c2c1COC(C)(C)C2` under tim23-1 inh: 18

Further compounds follow.
Second line of a record: APJ antagonist, MPTP block, NR3A LBD binder, APJ agonist, tim10-1 inh, NLRP3 yeast inh, MIN6 prolif, TIM10 inh, tim23-1 inh
- COc1ccc(CCn2c(=N)c(C(=O)N3CCN(C)CC3)cc3c(=O)n4ccccc4nc32)cc1
    31, 2.4, 1, -6, 19, 14, -2, 5, 12
- Cc1csc(=Nc2c(C)n(C)n(-c3ccccc3)c2=O)n1-c1ccccc1
    11, -0.5, -1, -2, -3, 8, -1, 9, 3
- CC(C)(C)c1cc(C(=O)NNc2cc(C(F)(F)F)ccc2Cl)n(Cc2ccccc2)n1
    15, 75*, 3, 7, 20, 9, -4, 15, 14
- Cc1cc(Cl)c2oc(C(=O)N(C)CCCN3CCOCC3)c(C)c2c1
    0, -0.1, 5, 4, -16, 18, 0, 4, -11
- Cc1ccn2c(CNCCCn3cccn3)c(C(=O)N3CCCCCC3)nc2c1
    17, 1.0, -2, -2, -7, 13, -1, -12, 8
- C/C(=N/NC(=O)CNC(=O)c1ccc2c(c1)OCO2)c1ccc2c(c1)CCCC2
    -32, -1.4, -1, -3, 26, 20, 1, -6, 27
- O=C(Cc1cccs1)N1CCC(c2nc3c(nnn3Cc3ccc(F)cc3)c(=O)[nH]2)CC1
    7, -1.0, 0, -6, 20, -4, -4, 3, 20
- CCC(C(=O)OCC(=O)Nc1ccc2[nH]c(=O)[nH]c2c1)c1ccccc1 (stereo not given)
    -33, -0.8, 2, 3, -5, 9, 3, 8, 12
